M5 PAM – potentiates acetylcholine response at human M5 receptor. P08912. CHO-K1 hM5, Fluo-8 calcium, ACh EC20 PAM; 0% = ACh EC20, 100% = ACh EC100. activation, % at 3 µM. actives 0.3% (n = 360,000). AID 624038;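 active = activation above the run cutoff, the mean activation of all test compounds plus 3 SD, cut at about 18% in these data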
Target sequence (P08912 whole entry, looked up): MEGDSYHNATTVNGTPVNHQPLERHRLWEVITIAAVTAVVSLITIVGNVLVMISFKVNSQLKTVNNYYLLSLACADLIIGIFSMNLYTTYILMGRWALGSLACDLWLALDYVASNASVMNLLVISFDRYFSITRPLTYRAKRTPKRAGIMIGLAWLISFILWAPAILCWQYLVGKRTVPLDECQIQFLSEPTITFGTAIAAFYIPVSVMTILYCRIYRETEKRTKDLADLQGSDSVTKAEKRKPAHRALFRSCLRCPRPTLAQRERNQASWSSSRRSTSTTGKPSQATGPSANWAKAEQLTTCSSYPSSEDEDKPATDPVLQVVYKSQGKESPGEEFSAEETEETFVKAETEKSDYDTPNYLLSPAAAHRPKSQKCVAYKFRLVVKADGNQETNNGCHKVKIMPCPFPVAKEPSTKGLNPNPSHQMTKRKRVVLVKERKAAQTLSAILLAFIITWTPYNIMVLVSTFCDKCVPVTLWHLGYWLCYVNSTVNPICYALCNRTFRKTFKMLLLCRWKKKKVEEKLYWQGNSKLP
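Test system: CHO-K1 hM5 cells / Doses: single-point, 3 µM nominal / Times: Post-acetylcholine fluorescence recording 140 s / Technique: Fluo-8 calcium fluorescence / Measure: Max/basal fluorescence ratio as % of EC20–EC100 ACh window / Benchmarks: low control EC20 acetylcholine (0%), high control EC100 acetylcholine (100%) / Replicates: one well per compound, no replicates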
CRFR2-BP antag – antagonists of CRF-binding protein/CRF-R2 receptor complex | AID 588475 | HEK293 CRF-R2/CRF-BP, CRF-induced calcium fluorescence | actives 0.59% (n = 350,000) | inhibition, % at 11.8 µM;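 active = inhibition of the ligand-induced calcium signal above about 50% at the single tested concentration, limit read from the data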
IDE inh – inhibitors of human insulin-degrading enzyme in cells. P14735. HEK cells, FAbetaB cleavage, fluorescence polarization. inhibition, % at 5.59 µM. actives 0.41% (n = 320,000). AID 434962;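 active = percent inhibition above the average of all tested compounds plus 3 SD, set per screening campaign, cut at about 16% in these data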;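 also: IDE supplied by intact live HEK cells; FP after avidin binding of uncleaved biotin substrate so inhibition keeps polarization high; 0% = DMSO wells and 100% = 60 µM reference IDE inhibitor Ii1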
CHRM4 antagonist – CHRM4 antagonism in calcium assay. AID 624125. actives 0.73% (n = 360,000). P08173. CHO-hM4 cells, ACh EC80, Fluo-8 calcium fluorescence. inhibition, % at 3 µM;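 active = inhibition above its plate's cutoff, the mean inhibition of sample wells plus 3 SD, cut at about 27% in these data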;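 also: 0% = acetylcholine EC80 with DMSO and 100% = DMSO without agonist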
Target sequence (P08173 whole entry, looked up): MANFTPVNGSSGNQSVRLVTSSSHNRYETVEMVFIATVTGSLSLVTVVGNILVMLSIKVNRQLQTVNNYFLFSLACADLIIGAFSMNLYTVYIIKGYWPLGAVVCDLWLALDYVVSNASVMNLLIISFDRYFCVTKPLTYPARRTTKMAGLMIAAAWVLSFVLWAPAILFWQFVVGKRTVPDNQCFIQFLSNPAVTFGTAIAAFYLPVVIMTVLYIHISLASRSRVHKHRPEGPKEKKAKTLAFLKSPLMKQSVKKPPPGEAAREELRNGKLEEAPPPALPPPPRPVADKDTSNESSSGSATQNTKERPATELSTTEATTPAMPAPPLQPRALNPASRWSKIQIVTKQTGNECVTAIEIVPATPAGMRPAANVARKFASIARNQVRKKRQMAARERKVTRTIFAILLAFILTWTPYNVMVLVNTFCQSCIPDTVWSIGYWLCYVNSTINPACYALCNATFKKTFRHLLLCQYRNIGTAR
M4 ag – CHRM4 agonism in calcium assay | actives 0.14% (n = 360,000) | CHO-K1 hM4/Gqi5, Fluo-8 calcium fluorescence; vehicle 0%, full acetylcholine response 100% | activation, % at 3 µM;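 active = activation above the run mean over all test wells plus 3 SD, cut at about 32% in these data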;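 also: peak over basal fluorescence ratio per well then scaled between controls; 0% = DMSO wells and 100% = acetylcholine at EC100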
CHRM5 agonist – CHRM5 agonism in calcium assay; actives 0.19% (n = 360,000); CHO-K1 hM5 cells, Fluo-8 calcium fluorescence; 0% DMSO wells, 100% maximal acetylcholine response; activation, % at 3 µM; AID 624037;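 active = activation above the run's mean over test compounds plus 3 SD, cut at about 23% in these data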;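 also: signal is peak over basal fluorescence ratio across the kinetic read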
CRFBP-R2 agonist – agonists of human CRF-binding protein/CRF-R2 receptor complex; HEK293 CRF-R2/CRF-BP, calcium dye fluorescence (FLIPR); percent of saturating CRF peptide response; activation, % at 13.2 µM; actives 0.46% (n = 350,000);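 active = activation of at least 50%, plus an integration ratio under a set limit after plate pattern correction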;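 also: plate controls were neutral control wells without compound for no effect and CRF at EC100 for full effect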
CHRM5 antagonist – antagonists of human muscarinic M5 receptor (CHRM5); P08912; CHO-hM5 cells, Fluo-8 calcium fluorescence, ACh EC80; inhibition, % at 3 µM; AID 624040; actives 0.59% (n = 360,000);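 active = inhibition above a per-plate cutoff, the mean of that plate's test compounds plus 3 SD, cut at about 27% in these data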;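 also: 0% = acetylcholine EC80 with DMSO and 100% = DMSO without agonist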
CHRM4 PAM – potentiates acetylcholine response at human M4 receptor; CHO-K1 hM4/Gqi5, Fluo-8 calcium fluorescence, ACh EC20; 0% = ACh EC20, 100% = maximal ACh; AID 624126; P08173; actives 0.4% (n = 360,000); activation, % at 3 µM;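 active = activation above its plate's cutoff, the mean activation of sample wells plus 3 SD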; also: some results filed as inactive read as strong as hits
Active calls of the source: *; nt = not tested or not shown. Not a hit list; overall some 2.9% were active at least once.

M5 PAM	CRFR2-BP antag	IDE inh	CHRM4 antagonist	M4 ag	CHRM5 agonist	CRFBP-R2 agonist	CHRM5 antagonist	CHRM4 PAM	smiles
-3.2	12.1	1.4	15.8	-0.1	-1.6	-0.4	1.4	-3.8	COc1ccc(C2(C(=O)N3CCCC3)CCOCC2)cc1OC
0.6	0.3	7.8	-10.8	-0.4	-2.0	-2.1	9.0	12.6	CC12CCC(C(=O)Nc3ccc4c(c3)OCCO4)(OC1=O)C2(C)C (stereo not given)
-2.7	nt	nt	-11.7	1.6	0.8	nt	-2.4	0.3	COC(=O)C[C@@H]1C=C[C@@H](NC(=O)c2ccccc2F)[C@@H](CO)O1
-3.1	-5.1	5.3	5.0	3.5	1.6	0.9	4.2	3.3	Cc1cccc([C@@H]2[C@@H]3C(=O)N(Cc4ccccc4)C(=O)[C@@H]3[C@]3(Cc4ccccc4)C(=O)N(c4cccc(Cl)c4)C(=O)N23)c1
0.5	-15.5	-5.5	11.3	3.0	-4.7	-0.7	12.7	-9.6	Fc1ccc(COc2ccc(Br)cc2CNCC2CCCO2)cc1 (stereo not given)
-2.3	0.6	2.0	-3.8	1.3	0.9	-2.3	-2.5	0.0	CCC(=O)Nc1ccc(C(=O)Nc2ccc3c(c2)C(=O)N(CC2CCCO2)C3=O)cc1 (stereo not given)
-1.2	-5.0	5.4	-2.4	1.4	-1.0	-0.6	5.3	3.5	COc1ccc(CN(C(=O)CCC(=O)Nc2cc(C)on2)C(C(=O)NC(C)(C)C)c2cccc(OC)c2OC)cc1 (stereo not given)
9.2	-7.5	-1.8	3.8	-0.3	4.0	-0.8	-0.7	10.2	COCCn1c(SCC(=O)c2c(N)n(C3CC3)c(=O)[nH]c2=O)nc2ccccc21

(cont.)
M5 PAM	CRFR2-BP antag	IDE inh	CHRM4 antagonist	M4 ag	CHRM5 agonist	CRFBP-R2 agonist	CHRM5 antagonist	CHRM4 PAM	smiles
-11.0	-12.6	1.9	0.2	5.7	0.9	-0.8	17.3	-1.2	COc1ccc(CCNc2nc(=S)[nH]c3cc(OC)c(OC)cc23)cc1OC
-4.5	21.9	2.0	-3.2	-1.1	-1.6	-1.0	2.9	-1.3	CC(Sc1nc2ccccc2n1C)C(=O)NC(c1ccccc1)c1ccccc1 (stereo not given)
-3.0	14.0	-4.7	-9.0	0.9	7.4	0.8	-1.1	6.2	Cc1cc(=O)[nH]c(SCC(=O)Nc2c(C)n(C)n(-c3ccccc3)c2=O)c1C#N
-6.9	11.8	2.1	-5.8	2.4	-0.3	-2.4	5.3	12.6	COc1cc(NS(=O)(=O)c2ccc(N/C=C(\C=O)c3nc4ccccc4o3)cc2)nc(OC)n1
-0.5	2.3	-6.1	-7.1	0.7	1.3	0.6	11.3	20.1*	Cc1noc(C)c1C(=O)OCC(=O)Nc1ccc(N2CCOCC2)cc1
-2.3	-2.6	-0.4	8.7	-1.0	1.9	-0.8	-1.9	-1.6	CC12/C(=N/O)C3C4CC5C3/C(=N/O)C1C5C42 (stereo not given)
1.4	-8.2	-1.5	-7.8	-0.7	-0.9	0.5	10.1	9.3	Cc1c(C)n2c(SCC(=O)NCc3ccc4c(c3)OCO4)nnc2[nH]c1=O
-2.7	-23.4	2.2	-7.8	2.1	0.5	-0.8	-4.2	1.8	O=C(COc1cccc2ccccc12)NNC(=O)c1cnccn1

Entries above containing fluorine, in the order listed:
M5 PAM	CRFR2-BP antag	IDE inh	CHRM4 antagonist	M4 ag	CHRM5 agonist	CRFBP-R2 agonist	CHRM5 antagonist	CHRM4 PAM	smiles
-2.7	nt	nt	-11.7	1.6	0.8	nt	-2.4	0.3	COC(=O)C[C@@H]1C=C[C@@H](NC(=O)c2ccccc2F)[C@@H](CO)O1
0.5	-15.5	-5.5	11.3	3.0	-4.7	-0.7	12.7	-9.6	Fc1ccc(COc2ccc(Br)cc2CNCC2CCCO2)cc1 (stereo not given)

New compounds follow.
M5 PAM	CRFR2-BP antag	IDE inh	CHRM4 antagonist	M4 ag	CHRM5 agonist	CRFBP-R2 agonist	CHRM5 antagonist	CHRM4 PAM	smiles
5.0	18.8	2.0	11.0	0.8	1.0	-1.9	6.2	-3.1	Cc1noc(C)c1COC(=O)CNC(=O)c1ccc(Cl)cc1
1.6	-2.8	8.2	4.4	0.7	-16.5	0.5	7.9	-2.1	COc1ccc(NC(=S)N(CCN2CCCCC2)Cc2ccco2)cc1
-11.6	2.4	11.4	-29.4	8.6	-0.1	4.2	0.6	-3.7	COc1ccc(OC)c(CCNC(=O)Cc2ccc(NC3=NC4CS(=O)(=O)CC4S3)cc2)c1 (stereo not given)
7.6	-14.2	1.0	-8.0	4.3	-2.8	1.7	-0.4	0.4	CN(C)c1cccc(C(=O)N2CCCC(CCC(=O)N3CCN(c4ccccn4)CC3)C2)c1 (stereo not given)
-0.5	5.2	8.6	-2.3	1.6	3.0	-2.5	0.8	1.9	CC(OC(=O)c1nn(C)c(=O)c2ccccc12)C(=O)NC1CCCCC1C (stereo not given)
12.1	11.7	1.6	-0.9	1.6	0.9	0.0	-9.7	16.3	CCOC(=O)C1=C(N)n2c(s/c(=C\c3ccncc3)c2=O)=C(C(=O)OCC)C1c1ccncc1 (stereo not given)
5.9	11.3	2.5	1.4	0.8	-0.7	4.5	8.4	-5.0	Cc1cc(Br)ccc1NC(=O)CN1C(=S)NC(C)(C)CC1C (stereo not given)
-3.6	nt	nt	3.9	-0.7	1.3	nt	1.4	14.6	COc1ccccc1Cc1c(-c2cccc(Cl)c2)nc2ccc(Br)cn12

Remaining list, next part.
M5 PAM	CRFR2-BP antag	IDE inh	CHRM4 antagonist	M4 ag	CHRM5 agonist	CRFBP-R2 agonist	CHRM5 antagonist	CHRM4 PAM	smiles
0.8	4.5	-5.2	-0.4	0.5	4.2	-1.7	-0.4	-4.8	Cc1cc(NC(=O)c2nn3cccnc3c2Cl)no1
3.4	14.3	-1.6	-9.4	-3.0	-2.2	-1.5	-5.5	10.5	O=C(Oc1c(Cl)cc(Cl)c2cccnc12)N1CCCCC1
-2.6	14.2	5.2	-11.4	5.3	-1.2	-2.0	16.1	3.6	CCN1CCc2c(OCC(=O)Nc3ccc(C)cc3)cccc2C1=O
7.6	21.2	-3.8	-15.0	2.1	-2.7	7.0	-5.7	20.2	COCCOC(=O)C1=C(C)NC(=O)NC1c1ccc(Cl)cc1 (stereo not given)
-3.8	-2.4	12.1	-1.3	0.4	-0.4	0.2	3.2	1.5	CSCCC(NC(=O)c1c(C)oc2c1CCCC2)C(=O)O (stereo not given)
2.0	8.7	-3.4	2.8	1.0	-5.1	-0.7	-3.0	-2.2	Cc1cccc(NC(=S)NCCc2ccc(S(N)(=O)=O)cc2)c1C
-6.9	nt	nt	-3.1	14.7	-0.2	nt	1.5	-5.2	COc1ccccc1CNC(=O)c1cc(-c2ccc(F)cc2OC)n[nH]1
-0.6	-4.8	1.5	5.4	-1.7	-2.5	-0.3	0.3	-4.6	CCSc1nnc(NC(=O)C(NC(=O)c2ccc(Cl)cc2)C(C)C)s1 (stereo not given)

Next compounds:
M5 PAM	CRFR2-BP antag	IDE inh	CHRM4 antagonist	M4 ag	CHRM5 agonist	CRFBP-R2 agonist	CHRM5 antagonist	CHRM4 PAM	smiles
-3.6	nt	nt	5.7	1.1	1.7	nt	0.9	0.2	COc1cccc(CNC(=O)[C@@H]2CCCN2C(=O)[C@H]2CCCCN2C(=O)c2ccccc2)c1
-1.2	11.9	-3.3	8.6	0.1	-0.7	-1.0	1.8	-2.1	CC(=O)NC(CC(=O)c1ccc([N+](=O)[O-])cc1)C(Cl)(Cl)Cl (stereo not given)
3.8	-17.2	3.5	-3.1	0.1	0.0	6.9	-11.8	-1.0	Cc1ccc(-c2noc(-c3cc(C(C)(C)C)nn3Cc3ccccc3)n2)cc1
-2.0	-5.0	7.8	2.6	0.5	-4.7	3.0	8.6	-5.8	CC(C)(C)C(=O)Nc1nc2c(s1)CN(Cc1ccccc1)CC2
-2.1	6.7	-1.4	-6.7	0.7	-2.1	0.6	5.2	3.6	CC(=O)N=c1c(C#N)cc2c(=O)n3cccc(C)c3nc2n1CCCOC(C)C
0.9	-5.4	-3.2	-0.4	0.8	6.0	-0.1	-10.0	12.3	CN(CC(=O)Nc1ccccc1Cl)C(=O)Cn1cc(C(F)(F)F)ccc1=O
1.8	1.6	nt	-12.5	-1.5	1.4	1.8	2.6	6.5	CCOC(=O)C1=CNS(=O)(=O)NC1c1ccc(OC(C)=O)cc1 (stereo not given)
2.1	2.7	2.4	3.0	0.1	-3.9	0.6	12.5	-4.5	COc1ccc(NC(=O)Cn2c(C)cc(=O)c3cccc(OC)c32)cc1

Continued.
M5 PAM	CRFR2-BP antag	IDE inh	CHRM4 antagonist	M4 ag	CHRM5 agonist	CRFBP-R2 agonist	CHRM5 antagonist	CHRM4 PAM	smiles
0.2	14.9	6.3	-2.9	1.4	0.5	2.2	-6.3	2.0	Cc1cc(=O)[nH]c(=S)n1-c1ccccc1
-7.2	21.1	2.5	-6.4	0.0	-2.5	-1.6	13.4	7.4	Cc1nc(Cl)sc1C(=O)Nc1cccc2ccccc12
-3.6	18.0	1.3	-7.1	-1.2	-0.6	17.0	1.0	1.6	CC1(C)C(=O)C2(CCCCC2)C(=O)OC1c1cccs1 (stereo not given)
-2.2	-9.9	nt	-2.5	2.9	-1.2	-1.0	0.1	0.0	Cc1c(Cl)cnc(NC(=O)COC(=O)CCC(=O)c2cccs2)c1Cl
-4.8	1.4	-0.9	-8.5	0.8	-2.6	-0.5	9.2	4.0	COc1ccccc1/C=C/C(=O)NCC(=O)N/N=C/c1ccc(C(=O)O)cc1
1.6	1.9	9.3	-9.3	1.6	-0.2	-1.0	-1.5	15.1	COc1ccc2c(c1OC)C(=O)OC2Nc1ncc(Br)cc1Br (stereo not given)
-1.2	12.2	-2.1	-6.2	0.0	1.7	0.1	-4.2	-5.4	Cc1cc(=O)oc2c3c(cc(OCC(=O)N[C@@H](CC(C)C)C(=O)O)c12)OC(C)(C)CC3
0.9	4.7	-1.9	-4.9	0.6	0.6	0.7	-3.5	1.8	COc1ccccc1/C=N/NC(=O)CNC(=O)c1ccc(S(=O)(=O)N(C)C)cc1

Molecules listed so far containing an NH in an aromatic ring:
M5 PAM	CRFR2-BP antag	IDE inh	CHRM4 antagonist	M4 ag	CHRM5 agonist	CRFBP-R2 agonist	CHRM5 antagonist	CHRM4 PAM	smiles
9.2	-7.5	-1.8	3.8	-0.3	4.0	-0.8	-0.7	10.2	COCCn1c(SCC(=O)c2c(N)n(C3CC3)c(=O)[nH]c2=O)nc2ccccc21
-11.0	-12.6	1.9	0.2	5.7	0.9	-0.8	17.3	-1.2	COc1ccc(CCNc2nc(=S)[nH]c3cc(OC)c(OC)cc23)cc1OC
-3.0	14.0	-4.7	-9.0	0.9	7.4	0.8	-1.1	6.2	Cc1cc(=O)[nH]c(SCC(=O)Nc2c(C)n(C)n(-c3ccccc3)c2=O)c1C#N
1.4	-8.2	-1.5	-7.8	-0.7	-0.9	0.5	10.1	9.3	Cc1c(C)n2c(SCC(=O)NCc3ccc4c(c3)OCO4)nnc2[nH]c1=O
-6.9	nt	nt	-3.1	14.7	-0.2	nt	1.5	-5.2	COc1ccccc1CNC(=O)c1cc(-c2ccc(F)cc2OC)n[nH]1
0.2	14.9	6.3	-2.9	1.4	0.5	2.2	-6.3	2.0	Cc1cc(=O)[nH]c(=S)n1-c1ccccc1
